Screening data: PubChem BioAssay, Sanford-Burnham Center for Chemical Genomics
SKN-1 inh = suppressors of acrylamide-induced Pgst-4::GFP reporter in worms, primary screen, SKN-1 inhibitor project, whole organism, uHTS, GFP/RFP fluorescence ratio, strain VP596; C. elegans VP596 Pgst-4::GFP/RFP ratio, 24 h; inhibition, % at 21.8 µM; 0.49% of 360,000 active; AID 624304, 2012;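 active = interference check ratio from 0.5 to 1.5 plus GFP to RFP signal ratio inhibition reaching or exceeding a fixed threshold, cut at about 30% in these data, passing the limit was not always enough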; also: some compounds called inactive have numbers as strong as hits
MT1-MMP act inh = blockers of MT1-MMP proenzyme processing, primary screen, HT1080 RFP-PRO-GFP cells, GFP/RFP fluorescence. 0.061% of 360,000 active. GFP/RFP ratio change, % at 20 µM. AID 651647, 2012. GFP/RFP ratio fluorescence, overnight; percent of plate control window, DMSO zero;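 active = GFP/RFP ratio change of at least 30% with cell ATP level not reduced by more than half and red fluorescence within 50% of control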; also: strong numbers were not always called active
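Material – HT1080 RFP-PRO-GFP cells · Control set – DMSO wells and RFP-L50D-GFP cells · Incubation – overnight cell settling, then overnight compound exposure, 37 °C, 5% CO2 · Compound dosing – single-point 20 µM compound, 1% DMSO · Read-out – GFP/RFP fluorescence ratio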
NadD inh = inhibitors of S. aureus NadD, primary screen, biochemical, colorimetric, uHTS; Nicotinate-nucleotide adenylyltransferase NadD (Staphylococcus aureus N315); purified NadD enzyme, colorimetric absorbance read-out; inhibition, % at 20 µM; 0.78% of 360,000 active; in the data active = inhibition above about 26%; also: some compounds past the cut are filed as inactive
CendR NRP1 mod = modulators of CendR peptide binding to NRP-1, primary screen, biochemical, fluorescence polarization, uHTS; AID 602438, 2012; FAM-RPARPAR peptide binding to NRP-1; inhibition, % at 25 µM; 0.85% of 360,000 active; Neuropilin-1 (Homo sapiens), O14786;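 active = inhibition or corrected inhibition above about 18%, plus a signal ratio from 0.5 to 1.5, limit read from the data, passing the limit was not always enough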; also: strong numbers were not always called active
Target sequence (O14786 whole entry, looked up): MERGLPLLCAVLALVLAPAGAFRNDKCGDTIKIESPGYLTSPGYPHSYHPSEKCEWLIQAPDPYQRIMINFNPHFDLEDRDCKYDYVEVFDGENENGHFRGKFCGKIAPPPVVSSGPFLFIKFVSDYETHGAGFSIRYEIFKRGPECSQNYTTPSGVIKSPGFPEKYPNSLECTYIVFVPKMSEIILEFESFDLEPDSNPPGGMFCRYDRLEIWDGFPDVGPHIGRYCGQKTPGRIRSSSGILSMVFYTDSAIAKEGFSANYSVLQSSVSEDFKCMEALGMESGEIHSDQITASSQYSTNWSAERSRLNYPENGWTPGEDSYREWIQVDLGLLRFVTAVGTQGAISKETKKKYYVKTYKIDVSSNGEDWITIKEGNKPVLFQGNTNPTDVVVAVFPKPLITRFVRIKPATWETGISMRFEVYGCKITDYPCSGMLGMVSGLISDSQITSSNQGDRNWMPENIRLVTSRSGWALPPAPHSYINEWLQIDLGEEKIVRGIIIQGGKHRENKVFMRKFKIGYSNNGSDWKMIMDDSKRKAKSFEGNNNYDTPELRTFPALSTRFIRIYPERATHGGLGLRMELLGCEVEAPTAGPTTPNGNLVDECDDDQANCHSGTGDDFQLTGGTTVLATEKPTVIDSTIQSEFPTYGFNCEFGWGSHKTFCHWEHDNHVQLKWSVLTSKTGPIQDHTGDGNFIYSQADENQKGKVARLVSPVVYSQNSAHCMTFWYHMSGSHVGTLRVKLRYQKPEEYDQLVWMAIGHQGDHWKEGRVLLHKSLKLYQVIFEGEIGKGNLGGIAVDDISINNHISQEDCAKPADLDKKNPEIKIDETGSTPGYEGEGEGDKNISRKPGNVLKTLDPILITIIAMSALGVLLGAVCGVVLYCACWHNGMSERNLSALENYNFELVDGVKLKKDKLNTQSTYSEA
Scp-1 inhibitor = Scp-1 phosphatase inhibitors, primary screen, biochemical, colorimetric, uHTS; inhibition, % at 20 µM; 0.88% of 340,000 active; Recombinant Scp1, phosphopeptide, malachite green phosphate absorbance; Carboxy-terminal domain RNA polymerase II polypeptide A small phosphatase 1 (Homo …; AID 493091, 2011;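 active = inhibition above about 50% at 20 µM, limit read from the data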;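 also: plate controls were DMSO wells with enzyme for no effect and wells lacking enzyme for full effect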
Target sequence (Q9GZU7 76-261 limits assumed): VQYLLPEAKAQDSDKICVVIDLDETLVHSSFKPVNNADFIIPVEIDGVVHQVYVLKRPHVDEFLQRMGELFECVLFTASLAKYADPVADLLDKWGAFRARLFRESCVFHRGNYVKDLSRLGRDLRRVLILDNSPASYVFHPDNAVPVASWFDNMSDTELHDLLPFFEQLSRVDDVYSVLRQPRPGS
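Test system: SCP-1 phosphatase catalytic domain, residues 76-261 | Compound dosing: One concentration, 20 µM, with 1.0% DMSO | Schedule: 45 min room-temperature reaction, 5 min colour, 30 min stabiliser | Detection: Absorbance at 630 nm | Read-out basis: % inhibition of SCP-1 phosphate liberation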
LMPTP block = LMPTP phosphatase inhibitors, primary screen, biochemical, fluorescence intensity, uHTS; Low molecular weight phosphotyrosine protein phosphatase (Homo sapiens), P24666; recombinant LMPTP-A, OMFP fluorogenic substrate; inhibition, % at 20 µM; 0.22% of 360,000 active;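 active = compounds that cut the enzyme signal by at least half of the control window in the single-dose screen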;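 also: plate controls were DMSO wells with enzyme plus substrate for no effect and substrate without enzyme for full effect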
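Test system – LMPTP-A enzyme · Amount – LMPTP-A at 0.625 nM final in the reaction · Buffer or medium – Bis-Tris pH 6.0, DTT, detergent · Reagent – OMFP 400 µM · Doses – single 20 µM dose · Schedule – reaction 50 min, room temperature, dark · Detection – fluorescence intensity of OMFP turnover product · Evaluation – percent inhibition versus substrate-only and uninhibited controls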
DNMT1 block = human DNMT1 methyltransferase inhibitors, primary screen, biochemical, molecular beacon, fluorescence, HinP1I cleavage, uHTS; DNA (cytosine-5)-methyltransferase 1 (Homo sapiens), P26358; inhibition (reported as % activation of signal), % at 10 µM; 0.83% of 360,000 active; in the data active = inhibition above about 50%
STEP inh = STEP phosphatase inhibitors, primary screen, biochemical, fluorescence intensity, uHTS; 0.25% of 360,000 active; AID 588621, 2011; recombinant STEP, OMFP fluorogenic substrate; inhibition, % at 20 µM;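 active = inhibition at 20 µM, scaled per plate between control wells, above about 37%, limit read from the data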;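 also: 0% = DMSO with enzyme and substrate and 100% = substrate only without enzyme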
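System: STEP phosphatase, cell-free reaction; Buffer or medium: Bis-Tris pH 6.0 buffer with DTT, detergent; Incubation: 20 min at room temperature, dark; Measured by: fluorescence, 480/540 nm.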
Rpn11 inh = Rpn11 (PSMD14) deubiquitinase inhibitors, primary screen, biochemical, fluorescence polarization, uHTS. AID 588493, 2011. 26S proteasome non-ATPase regulatory subunit 14 (Homo sapiens), O00487. 0.59% of 360,000 active. calls only at 20 µM. human 26S proteasome, Ub4-pepOG fluorescence polarization; 20S core pre-blocked with epoxomicin;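 active = inhibition at 20 µM, scaled to each plate's controls, above about 33%, limit read from the data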
SUMO1 PPI mod = modulators of SUMO1 protein-protein interactions, primary screen, biochemical, uHTS | Small ubiquitin-related modifier 1 (Homo sapiens), P63165 | SUMO1 binding to a labelled peptide, TR-FRET, 1 h | inhibition, % at 20 µM | 0.33% of 360,000 active; in the data active = inhibition above about 37%
* marks the source's active call; other numbers are inactive results; i = inactive; nt = no result given.

SMILES	SKN-1 inh	MT1-MMP act inh	NadD inh	CendR NRP1 mod	Scp-1 inhibitor	LMPTP block	DNMT1 block	STEP inh	Rpn11 inh	SUMO1 PPI mod
Cc1ccc(OC(=O)C2CSC3(C)CCC(=O)N23)c(Br)c1 (stereo not given)	13	5	-2	12	-7	-0.9	4	3	i	1
C=CCSC1=C(C#N)C(c2ccc(OCC)cc2)CC(=O)N1 (stereo not given)	9	0	2	0	-10	0.0	-1	1	i	-1
N/C(=N\c1nc(CSc2ccccn2)cc(=O)[nH]1)Nc1ccc(Cl)cc1Cl	0	0	2	-10	6	-1.3	2	14	i	5
COc1ccc(C(c2nnnn2CC2CCCO2)N2CCN(c3cccc(C)c3C)CC2)cc1 (stereo not given)	15	-14	2	10	-10	0.4	-6	-1	i	0
NC(=O)C(=O)N/N=C/c1c[nH]c2ccc(Br)cc12	-7	-3	-3	11	-13	-1.1	-6	-6	i	0
Cc1cc(N2CCCC2)nc(SCC(=O)c2ccccc2)n1	3	-2	-2	11	-7	0.7	1	-4	i	-3
Cc1cccc(C)c1NC(=O)C(=O)NCC1CCCN1S(=O)(=O)c1ccccc1 (stereo not given)	5	4	-2	-10	-5	-0.3	2	-3	i	-1
CN(C(=O)COC(=O)CN1C(=O)c2ccccc2C1=O)c1c(N)n(Cc2ccccc2)c(=O)[nH]c1=O	9	5	-4	6	-1	-0.7	-2	0	i	-3
N#CC(C#N)=NNc1ccc(S(=O)(=O)N2CCCC2)cc1	-5	1	2	3	0	1.3	1	0	i	-11
CCOc1ccc(NC(=O)N(C2CCCCC2)C2CCN(C(C)=O)CC2)cc1	-1	-1	-1	2	-6	-2.2	4	-4	i	-4
Cc1ccc(SCCN2CCC(C)CCC2=O)cc1 (stereo not given)	19	0	-2	2	-10	0.8	-1	-2	i	4
Cc1cc(C)nc(SCc2ccc(C(=O)O)o2)n1	1	-3	0	-9	0	-0.2	6	-3	i	9
C/C(Cl)=C/CN1C(=O)C2C3C=CC(C3)C2C1=O (stereo not given)	8	-3	0	-7	-5	-2.1	2	7	i	18
COc1ccc(NC(=O)COC(=O)C2CCCN2C(=O)OC(C)(C)C)cc1Cl (stereo not given)	-7	-4	-2	-2	nt	-1.2	3	-2	i	-1
Cc1cc(C)c2c(N)c(C(=O)c3cccc(Cl)c3)sc2n1	-4	-2	6	10	-5	1.4	-6	0	i	-17
COCCCNC(=O)c1cccc(C(=O)NCCCOC)c1	-6	nt	0	-6	8	-1.9	5	-4	i	1
O=C(Cc1ccccc1)N/N=C/c1cc(Br)cc(Br)c1O	4	3	2	2	7	-0.3	0	0	i	1
CCC(NC(=O)c1cc(COc2ccc(OC)cc2Cl)on1)c1ccncc1 (stereo not given)	18	-14	-1	-8	-4	-0.7	-1	0	i	2
Cc1ccccc1NC(=S)NC(=O)Cc1ccc(Cl)cc1	14	0	1	-5	-20	2.2	-1	1	i	0
CCCCN(C(=O)CCOc1ccc(OCC)cc1)c1c(N)n(Cc2ccccc2)c(=O)[nH]c1=O	4	2	4	-10	nt	0.2	3	0	i	-3
CC(=O)c1cccc(NC(=O)CN2C(=O)c3ccccc3C2=O)c1	-1	0	-5	10	0	-2.5	3	-1	i	-4
CCCn1c(=O)c2[nH]c(C3CCCC3)nc2n(CCC)c1=O	1	-3	-5	-8	-9	-2.2	6	0	i	3
Cc1nn(-c2ccccn2)c2c1C(c1ccsc1)C1=C(CCCC1=O)N2 (stereo not given)	5	1	4	-1	-4	1.2	-4	0	i	7
CC(OC(=O)c1nsc(Cl)c1Cl)C(=O)NC(C)(C)C (stereo not given)	5	-3	-2	-3	-5	-2.1	2	0	i	2
Oc1ccc(-c2nnc(Nc3ccccc3)c3ccccc23)cc1	16	1	-3	4	2	0.7	2	5	i	-4
The results go on:
SMILES	SKN-1 inh	MT1-MMP act inh	NadD inh	CendR NRP1 mod	Scp-1 inhibitor	LMPTP block	DNMT1 block	STEP inh	Rpn11 inh	SUMO1 PPI mod
COc1ccc(S(=O)(=O)N2CCCCC2)cc1NC(=O)Cc1cccc(C(F)(F)F)c1	5	2	-9	-6	4	1.4	-3	3	i	0
N#Cc1c(-c2cccnc2)c2c([nH]c1=O)-c1ccccc1OC2	10	2	-5	3	-11	-2.4	1	0	i	-16
CN(C)C(=O)C12CCC(C)(C(=O)C1Br)C2(C)C (stereo not given)	6	4	-5	4	10	-1.6	0	-2	i	-2
CCc1nnc(NC(=O)c2cc(S(=O)(=O)N3CCN(CC)CC3)ccc2Cl)s1	-2	5	2	5	0	0.0	1	-2	i	8
C[C@@H]1CC[C@@]2(O[C@@H](CCO)C[C@H](O)[C@H]2O)O1	-4	-2	-4	0	-3	-3.7	3	0	i	2
CCNC(=O)c1ccccc1NC(=O)c1cccc(S(=O)(=O)N2CCOCC2)c1	4	3	-11	-11	-13	0.3	4	0	i	0
O=C(c1ccc(Cl)cc1)C1CCCN(Cc2cccn2-c2ccccn2)C1 (stereo not given)	-11	-4	0	-10	-2	-0.9	1	-2	i	1
CCOc1ccc(NC(=O)NC23CC4CC(CC(C4)C2)C3)cc1	7	-1	-3	6	-7	0.0	-1	4	i	-2
Oc1cccc(NC(=S)N=Nc2c(O)[nH]c3ccc(Br)cc23)c1	-2	5	2	-14	-9	3.4	-16	-2	i	-17
Cc1ccccc1CSc1[nH]c(=O)ncc1C	22	-1	-1	14	6	-0.3	5	-1	i	5
CC(=O)c1ccc(NC(=O)Cn2cnc(S(=O)(=O)N3CCCC3)c2)cc1	0	1	-3	9	-2	-1.5	1	-2	i	-5
CC(=O)C1=C(O)C(=O)N(Cc2ccco2)C1c1ccccc1 (stereo not given)	1	7	11	-15	4	-0.3	-2	-1	i	-2
N#Cc1ccc(-c2nnnn2-c2ccc3c(c2)OCO3)cc1	1	1	-3	3	-3	-0.2	7	2	i	5
CCOc1cccc(CN2CCC(n3nccc3NC(=O)C3CC3)CC2)c1O	8	-2	-1	4	-12	3.9	-2	-1	i	5
Cc1nnc(SCC(=O)NCCOc2ccc(Cl)cc2)n1-c1ccccc1	7	2	-4	7	-4	-2.5	1	-7	i	0
COc1ccc(NC(=O)C2(C)CCN2Cc2cccc(OC)c2F)cc1OC (stereo not given)	7	-3	0	-6	nt	0.5	-1	-2	i	-1
COc1cc(CCC(=O)OCC(=O)Nc2sccc2C(N)=O)cc(OC)c1OC	8	-10	-5	3	26	4.2	7	1	i	6
CCN(CC(=O)Nc1c(F)cccc1F)C(=O)c1cn2ccccc2n1	-5	0	-5	-15	-8	-1.6	2	4	i	-1
COc1ccc(/C=C2\Sc3ccc(C(=O)NC4CC4)cc3N(C)C2=O)cc1OC	-7	4	-6	11	-8	1.1	-7	0	i	-32
COc1cc(/C=C/C(=O)OCC(=O)NC(=O)NC(C)C)ccc1OCC#N	11	4	-4	-2	-10	-0.3	2	3	i	-12
CCOC(=O)c1[nH]c(C)c(C(=O)OCCN2C(=O)c3ccccc3C2=O)c1C	-1	0	-5	-15	-4	0.6	-5	-3	i	4
CC1=C(C(=O)OCc2ccccc2)C(c2ccsc2)C(C#N)=C(N)O1 (stereo not given)	-5	5	8	-15	-3	-0.5	-3	0	i	0
COC(=O)c1sc2ncccc2c1OCc1cccc(Cl)c1	15	-4	-4	5	-4	1.0	6	-1	i	-3
Cc1cc(C)cc(OCC(=O)N2CCN(c3ncccn3)CC2)c1	13	1	-6	14	3	-1.3	-2	-1	i	6
O=C(CN1CCCCCC1)N/N=C/c1ccc2ccccc2c1	6	3	-2	7	-6	1.4	-2	-1	i	-18

The closing 6 records of the section above lead into the next.
SMILES	SKN-1 inh	MT1-MMP act inh	NadD inh	CendR NRP1 mod	Scp-1 inhibitor	LMPTP block	DNMT1 block	STEP inh	Rpn11 inh	SUMO1 PPI mod
COc1cc(/C=C/C(=O)OCC(=O)NC(=O)NC(C)C)ccc1OCC#N	11	4	-4	-2	-10	-0.3	2	3	i	-12
CCOC(=O)c1[nH]c(C)c(C(=O)OCCN2C(=O)c3ccccc3C2=O)c1C	-1	0	-5	-15	-4	0.6	-5	-3	i	4
CC1=C(C(=O)OCc2ccccc2)C(c2ccsc2)C(C#N)=C(N)O1 (stereo not given)	-5	5	8	-15	-3	-0.5	-3	0	i	0
COC(=O)c1sc2ncccc2c1OCc1cccc(Cl)c1	15	-4	-4	5	-4	1.0	6	-1	i	-3
Cc1cc(C)cc(OCC(=O)N2CCN(c3ncccn3)CC2)c1	13	1	-6	14	3	-1.3	-2	-1	i	6
O=C(CN1CCCCCC1)N/N=C/c1ccc2ccccc2c1	6	3	-2	7	-6	1.4	-2	-1	i	-18
C[C@H](CO)N1C[C@H](C)[C@@H](CN(C)C(=O)c2ccc3ccn(C)c3c2)OCc2cnnn2CCCC1=O	3	-1	2	-2	nt	-1.0	3	-2	i	5
CN/C=C1\C(=O)C(C)(C)Oc2ccc3ccc(=O)oc3c21	-2	7	-4	0	-5	0.0	-4	-2	i	-17
Cc1nc(NCCc2ccccc2)c(C#N)c(C)c1[N+](=O)[O-]	-9	-1	-3	0	-12	3.5	-2	0	i	-5
C/C(=N\NC(=O)Nc1ccccc1)c1ccc2ccccc2c1	7	-4	-5	-12	-1	-0.4	5	2	i	-1
CC(Oc1ccc2c(c1)c1ccnc3c4ccccc4c(=O)n2c13)C(=O)NCCN1CCOCC1 (stereo not given)	7	nt	0	-14	4	-5.9	25	-2	i	1
COc1ccc(OCC(=O)N2CCC3(CC2)CC(=O)c2ccccc2O3)cc1	6	0	0	1	-7	0.6	0	2	i	5
CCOc1ccc(-c2ccc(SCC(=O)N3CCOCC3)nn2)cc1	9	1	-1	-1	-3	-0.4	14	1	i	0
C[C@H](CO)NC(=O)c1[nH]cnc1C(=O)Nc1ccc(CNC(=O)OC(C)(C)C)cc1	13	2	-5	2	nt	-1.1	-1	1	i	4
